Wnt act – Wnt/beta-catenin pathway activators, primary screen, cell-based, plate reader, single point; activation, % at 9.35 µM; Wnt/beta-catenin reporter cell assay, activator; actives 1.2% (n = 300,000); in the data active = activation above about 30%, passing the limit was not always enough;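 also: 0% = neutral control wells and 100% = positive control wells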
The depositor's hits bear a star. Some of the compounds tested, so the mix of outcomes need not match the whole.

SMILES | Wnt act
COc1ccc(NC(=O)c2cc(-c3cc(F)ccc3OC(C)C)n[nH]2)cc1OC | 0.5
OCC1OC(n2cnc3ncccc32)C(O)C1O (configuration not stated) | -0.1
OCCc1ccccc1 | 1.3
COc1ccc(Cl)cc1C1=NOC2(CCC2)C(=O)N1Cc1cccc(C#N)c1 | -0.9
COCCNC(=O)C1(C)CCCN(C(=O)c2ccc(OC)cc2OC)C1 (configuration not stated) | -2.8
CC(C)NC(=O)Nc1nnc([C@@H]2C[C@H](O)[C@@H](CO)O2)s1 | 3.1
CC(C)c1ccc(CC(=O)N2CCC2(C)C(=O)Nc2ccccc2)cc1 (configuration not stated) | -12.3
Cc1ccccc1S(=O)(=O)NCC[C@@H]1CC[C@@H](NC(=O)C2CCCC2)[C@@H](CO)O1 | -0.9
CC(C)C[C@H](NC(=O)[C@@H](O)[C@H](N)Cc1ccccc1)C(=O)O | 3.0
CC(C)COC(=O)N1CCCCC1c1cc(C(=O)Nc2ccccc2)no1 (configuration not stated) | -1.8
CCOC1=C2[C@H](c3ccccc3)N(S(=O)(=O)c3ccc(C)cc3)[C@H](C(C)C)[C@H]2n2c(=O)n(-c3ccccc3)c(=O)n2C1 | -1.4
Cc1ccccc1-c1cnc(C(O)c2ccc(F)cc2)[nH]1 (configuration not stated) | 0.6
C[C@@H]1CCCCO[C@@H](CN(C)C(=O)Nc2ccccc2)[C@@H](C)CN([C@H](C)CO)C(=O)c2cc(NC(=O)NC3CCCCC3)ccc2O1 | -1.5
CC(=O)O[C@@H]1C=C[C@@H](C#Cc2ccc(C(C)(C)C)cc2)O[C@@H]1COC(=O)NCc1ccccc1 | 3.2
COc1ccc(NC(=O)C2(C)CCN2C(=O)Cc2ccccc2)cc1OC (configuration not stated) | -4.2
COCc1cccc(-c2csc(C(C)(O)c3cccc(OC)c3)n2)c1 (configuration not stated) | 2.3
CCOC(=O)C(=O)N(C)c1c(CC)nc2c(OCCC3CCCCC3)cccn12 | -3.2
CN1CCN(c2ccc(CNC(=O)C3(C)Cc4c(-c5ccc(C(N)=O)cc5)ccnc4O3)cc2)CC1 (configuration not stated) | -0.4
CC1(C(=O)NS(=O)(=O)C2CC2)CCN(C(=O)c2ccc3c(c2)OCO3)C1 (configuration not stated) | -1.6
COc1ccc(NC(=O)C2(C)Cc3c(-c4cccc(C(F)(F)F)c4)ccnc3O2)cn1 (configuration not stated) | -1.5
NC(=O)CC[C@@H]1NC(=O)[C@H](CO)NC(=O)c2cc([N+](=O)[O-])cc(I)c2NCCC[C@@H](C(N)=O)NC(=O)[C@H](Cc2ccc(O)cc2)NC1=O | -3.7
CC1(C(=O)Nc2ccc3c(c2)OCO3)Cc2c(-c3cccc(C(N)=O)c3)ccnc2O1 (configuration not stated) | -13.3
Cn1cc([C@]2(O)C(=O)Nc3ccccc32)c2ccccc21 | -3.4
Cc1cccc(CN2[C@@H](C)[C@H](c3ccccc3)Oc3cc(Br)ccc3S2(=O)=O)c1 | -2.9
COc1ccc(CNC(=O)[C@H](Cc2ccccc2)NC(=O)CC[C@H]2O[C@@H](n3ccc(=O)[nH]c3=O)[C@H](O)[C@@H]2O)cc1 | -2.3

Exported field by field: entries from further up.
C[C@@H]1CCCCO[C@@H](CN(C)C(=O)Nc2ccccc2)[C@@H](C)CN([C@H](C)CO)C(=O)c2cc(NC(=O)NC3CCCCC3)ccc2O1
  Wnt act: -1.5

CC(C)C[C@H](NC(=O)[C@@H](O)[C@H](N)Cc1ccccc1)C(=O)O
  Wnt act: 3.0

Cc1ccccc1-c1cnc(C(O)c2ccc(F)cc2)[nH]1 (configuration not stated)
  Wnt act: 0.6

More results follow.
SMILES | Wnt act
Cn1ccc2c(-c3cncc4ccccc34)cc3c(c21)C1CCC3C1 (configuration not stated) | 11.9
Cc1cc2c(nc1C)CCCN2S(=O)(=O)c1ccccc1 | -0.6
CCCN(C)C1CN(Cc2cn(Cc3cccc(C(F)(F)F)c3)nn2)S(=O)(=O)C1 (configuration not stated) | -3.0
Cc1ccc(S(=O)(=O)N2C[C@H]3C(=O)C[C@@H](c4ccccc4C)N(S(=O)(=O)c4ccc(C)cc4)[C@H]3C[C@H]2c2ccccc2)cc1 | -1.9
Cc1ccccc1Cn1c(C)c(C(=O)N(C)Cc2ccc(F)cc2)sc1=O | -8.5
CCc1nc2c(OCc3cc(Cl)cc(Cl)c3)cccn2c1N(C)C(=O)c1ccc(C)cc1 | -2.8
CC1(Cc2cccc(C(N)=O)c2)C(=O)Nc2c(Cl)cccc21 (configuration not stated) | -2.4
COc1ccccc1-c1cc(NC(C)=O)c2ncc(-c3ccccc3)n2c1 | 5.9
CCNC(=O)C1CCCN(C(=O)c2ccc(OC)cc2)CC1 (configuration not stated) | -1.2
CC(C)CC(N)c1csc(NC(=O)Nc2ccccc2-c2ccccc2)n1 (configuration not stated) | -9.1
COc1ccccc1C(=O)N1CCN(C(=O)[C@H]2O[C@@H](n3cnc4c(N)ncnc43)[C@H](O)[C@@H]2O)CC1 | -0.2
CC(C)C[C@H]1CN([C@@H](CC(C)C)CN2CCCC2CN2C(=S)NC[C@@H]2Cc2ccccc2)C(=S)N1CC1CCCCC1 (some centres not stated) | -3.3
CCN1C(=O)N2C[C@H]3CON(C)[C@H]3C[C@H]2c2ccccc21 | -0.8
Cc1nc(C(F)(F)F)ccc1C(=O)N1CCC1(C)C(=O)NS(=O)(=O)c1ccccc1 (configuration not stated) | -0.9
C[C@@H]1CN([C@@H](C)CO)S(=O)(=O)c2ccc(Br)cc2O[C@@H]1CN(C)Cc1ccc2c(c1)OCO2 | -1.8
CCC(=O)N1CCC1(C)C(=O)NCc1ccccc1SC (configuration not stated) | -2.6
OC[C@@H]1CN(Cc2ccc(Cl)cc2)C[C@H](n2cnc3c(N4CCN(c5ccccc5)CC4)ncnc32)O1 | -3.0
O=C(C=CC(=O)Nc1ccc(F)cc1F)Nc1ccc(F)cc1F | -0.6
CCCCNC(=O)C(NC(=O)c1ccc(=O)[nH]c1)C(=O)c1ccccc1 (configuration not stated) | -1.2
CC(C)C[C@@H](COCc1cccc(Cl)c1)N1CCN(C(=O)c2ccc(C(F)(F)F)cc2)CCC1=O | -2.8
CC(C)(C)c1ccc(C(=O)N2[C@H](COCc3ccccc3)C=CS2(=O)=O)cc1 | -0.7
CC(=O)C1=C(C)N(CC(C)C)C(=S)NC1c1cccc(Cl)c1 (configuration not stated) | 1.5
O=C(Nc1ccc2c(c1)OCO2)c1cc(C2CCCCN2C(=O)c2ccc3c(c2)CCO3)on1 (configuration not stated) | -4.3
CCOC(=O)C1(C)CCN1C(=O)c1ccccc1OC(F)(F)F (configuration not stated) | -0.1
N#Cc1c(N)[nH]c(C(=O)c2ccccc2)c1-c1ccccc1Br | -1.1

Three entries drawn at random from the list so far, as already listed:
SMILES | Wnt act
CC(C)(C)c1ccc(C(=O)N2[C@H](COCc3ccccc3)C=CS2(=O)=O)cc1 | -0.7
O=C(Nc1ccc2c(c1)OCO2)c1cc(C2CCCCN2C(=O)c2ccc3c(c2)CCO3)on1 (configuration not stated) | -4.3
Cc1nc(C(F)(F)F)ccc1C(=O)N1CCC1(C)C(=O)NS(=O)(=O)c1ccccc1 (configuration not stated) | -0.9

(continued)
SMILES | Wnt act
CCC1(C)CC(C#N)(C#N)C(=O)NC1=O (configuration not stated) | -0.2
CCNC(=O)C1(C)CCCN(C(=O)c2cc(C)nn2C(C)(C)C)C1 (configuration not stated) | 0.3
O=S1(=O)CC(N2CCC(c3ccccc3)CC2)CN1Cc1cn(Cc2ccc(C(F)(F)F)cc2)nn1 (configuration not stated) | -4.5
CCCc1nc2ccc(C(=O)OC)cn2c1Cc1ccc(C)cc1 | 8.0
CCOC1=C2CN(S(=O)(=O)c3ccc(C)cc3)[C@@H](c3cccc4ccccc34)C[C@H]2[C@H]2C(=O)N(c3ccccc3)C(=O)[C@H]2C1 | -1.5
COc1ccccc1Cc1c(-c2ccc(C)cc2)nc2cc(C)c(Br)c(C)n12 | 4.8
CCC(=O)N1CCC1(C)C(=O)Nc1ccc2c(c1)OCO2 (configuration not stated) | -3.7
CCCCNC(=O)C[C@@H]1C[C@@]2(C(=O)OC)CCCCC=C2N(CCc2ccc(OC)c(OC)c2)C1=O | -1.9
COc1ccc(Cc2c(-c3ccc(C#N)cc3)nc3c(Cl)cc(C(F)(F)F)cn23)c(C)c1 | -0.4
O=C(Nc1nnc([C@@H]2C[C@H](O)[C@@H](CO)O2)s1)c1cccs1 | -0.5
O=C(C[C@H]1CC[C@@H](NC(=O)Cc2cccnc2)[C@@H](CO)O1)NCc1ccc2c(c1)OCO2 | 10.3
O=C(Nc1cccn2nc(COCCO)nc12)C(c1ccccc1)c1ccccc1 | 4.5
Cc1cc(C(=O)N2CCC2(C)C(=O)NS(=O)(=O)c2ccc(Cl)cc2)nn1C (configuration not stated) | -2.0
O=C(Nc1nnc([C@H]2C[C@H](O)[C@@H](CO)O2)s1)c1ccccc1F | -1.8
CC1(C(=O)NS(C)(=O)=O)CCN1C(=O)CC(c1ccccc1)c1ccccc1 (configuration not stated) | -1.3
CSc1ccc(CNC(=O)C2(C)CCCN(C(C)C)C2)cc1 (configuration not stated) | -0.6
COc1ccc(OC)c(S(=O)(=O)CC(=O)c2cc3ccccc3oc2=O)c1 | -1.1
CC1=C(C(=O)N(C(C)C)C(C)C)CC(CC(=O)NCCN2CCOCC2)C(=O)N1CCCN1CCCC1=O (configuration not stated) | -1.3
CCC(c1nc2ccccc2[nH]1)n1c(=O)c(-c2cccs2)nc2ccccc21 (configuration not stated) | -2.4
OC1c2cc(Cl)cc(Cl)c2N=C2CCCN21 (configuration not stated) | -4.8
CC1(C(=O)NS(=O)(=O)c2cccc(C#N)c2)CCN1C(=O)C1(c2ccc(Cl)cc2)CCC1 (configuration not stated) | -2.7
CC(C)NC(=O)c1ccc(-n2c(=S)[nH]c3ccccc3c2=O)cc1 | 1.5
CC(C)Nc1nc(NCCOc2ccccc2Cl)c2sccc2n1 | -8.3
OC[C@@H]1CN(Cc2ccncc2)C[C@H](n2cnc3c(NC4CC4)ncnc32)O1 | 0.8
O=C(C(=O)N1CCC(CNS(=O)(=O)c2ccc3ccccc3c2)CC1)c1cc2ccccc2o1 | -4.8

Next structures follow.
SMILES | Wnt act
Cc1ccc(F)cc1C(=O)N1CCOCC1c1cc(C(=O)NCc2ccccc2)no1 (configuration not stated) | 4.3
CC(O)(c1cccc(F)c1)c1nc(-c2cc3ccccc3o2)cs1 (configuration not stated) | -3.8
O=C1CN(C(=O)COc2cccc(F)c2)c2ccccc2N1 | -1.9
CC(C)[C@@H]1CC[C@@H](C)C[C@H]1OC[B-](F)(F)F | -3.0
Cc1ccc(CN2C(=O)C(F)(F)Oc3ccc(C)cc32)cc1 | -1.7
O=C(N[C@@H](Cc1ccccc1)c1nc2ccccc2[nH]1)c1ccc([N+](=O)[O-])cc1 | 2.3
CC(C)N1CC(=O)N2CSCC2C1=O (configuration not stated) | 0.8
CN(C)CCNc1ncnc2c1ncn2[C@H]1CN(Cc2ccc(F)cc2)C[C@@H](CO)O1 | -2.8
COc1cc(OC)cc(C(=O)NCC2CCN(C(=O)C(=O)c3cc4ccccc4o3)CC2)c1 | -3.1
COc1ccccc1-c1cnc(C(O)c2ccc(C)c(F)c2)[nH]1 (configuration not stated) | -0.7
CC1=C(C(=O)N2CCOCC2)CC(CC(=O)NC2CC2)C(=O)N1CCC1=CCCCC1 (configuration not stated) | -3.1
CCCNC(=O)C1(C)CCCN(Cc2ccc(-c3ccccc3)o2)C1 (configuration not stated) | -3.9
CSc1ccc(CN2CCC(C)(Oc3ccc(CC#N)cc3)C2)cc1 (configuration not stated) | 2.0
O=C(N[C@H](C(=O)N1CCC[C@H]1C(=O)NCc1ccccc1)C1CCCCC1)c1ccc(Cl)c(Cl)c1 | -9.1
N#Cc1ccc(-c2nc3cc(C#N)c(C#N)cc3nc2-c2ccccc2)cc1C#N | -1.4
C#Cc1ccc(NC(=O)C2(C)CCN2C(=O)c2ccccc2CCc2ccccc2)cc1 (configuration not stated) | -2.0
CC1(C(=O)Nc2ccc3c(c2)OCO3)CCN1C(=O)CCC1CCCC1 (configuration not stated) | -0.8
CCCN1CCCCC(NC(=O)COCc2ccccc2)C1=O (configuration not stated) | 1.9
Cc1ccccc1CN1[C@@H](C)[C@H](c2ccccc2)Oc2cccc(NCC(C)C)c2S1(=O)=O | -7.2
O=C(CC[C@H]1O[C@@H](n2cnc3c(NC(=O)c4ccccc4)ncnc32)[C@H](O)[C@@H]1O)NCc1ccccn1 | -2.8
CCCCCNC(=O)C(c1ccc(OC)cc1)n1c(=O)c(-c2ccccc2)nc2ccccc21 (configuration not stated) | -0.8
COc1ccc(C(C(=O)NCc2ccccc2)n2c(-c3ccccn3)nc3ccccc32)cc1 (configuration not stated) | -0.3
Cc1ccc(-c2csc3nc(=O)c(C)nn23)cc1 | -2.5
CCOC(=O)C1=CCN(S(=O)(=O)c2ccccc2Br)C1c1ccc(Br)cc1 (configuration not stated) | -2.6
COc1cccc(CNc2nc3cc(-c4ccccc4CO)sc3c(=O)n2C)c1 | 0.6

(further entries)
SMILES | Wnt act
Cc1cc(S(=O)(=O)NC(=O)[C@H]2O[C@@H](n3ccc(=O)[nH]c3=O)[C@H](O)[C@@H]2O)ccc1Br | -8.8
Cc1[nH]c2ccccc2c1CC(=O)Nc1ccc(Nc2cccnc2)c(-c2cc(C(F)(F)F)cc(C(F)(F)F)c2)c1 | -10.4
COc1ccc(C(=O)NCCNc2nc3cc(C)cc(C)c3cc2C#N)cc1 | -3.0
Cc1cc(Br)ccc1NC(=O)CCCOc1cc(=O)n(C)c2ccccc12 | -1.0
CC(C)C[C@@H]1COc2cc(N3CCSCC3)ccc2S(=O)(=O)N1 | -1.5
COC(=O)c1ccc(/C=N/NC(=O)CCSc2nc3ccccc3s2)cc1 | -3.7
COc1cc(-c2cc(NC=O)c3ncc(-c4ccc(C(C)=O)cc4)n3c2)ccc1O | 1.9
COC(=O)[C@]12CCCCC=C1N(Cc1ccco1)C(=O)[C@H](CC(=O)NCC13CC4CC(CC(C4)C1)C3)C2 | -5.7
CSc1ccc(Cn2c(C)c(C(=O)NCc3ccco3)sc2=O)cc1 | 1.8

A different layout for part of the listing above.
molecule	Wnt act
CC1(C(=O)NS(C)(=O)=O)CCN1C(=O)CC(c1ccccc1)c1ccccc1 (configuration not stated)	-1.3
CSc1ccc(CNC(=O)C2(C)CCCN(C(C)C)C2)cc1 (configuration not stated)	-0.6

High-throughput results as filed in PubChem BioAssay.
